RAD52 anneal inh: inhibitors of human RAD52 DNA annealing; hit rate 0.46% among 360,000; P43351; inhibition, % at 18.7 µM; recombinant RAD52 DNA annealing, FRET fluorescence;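 active = every replicate showing at least 50% inhibition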
Target sequence (P43351 whole entry, looked up): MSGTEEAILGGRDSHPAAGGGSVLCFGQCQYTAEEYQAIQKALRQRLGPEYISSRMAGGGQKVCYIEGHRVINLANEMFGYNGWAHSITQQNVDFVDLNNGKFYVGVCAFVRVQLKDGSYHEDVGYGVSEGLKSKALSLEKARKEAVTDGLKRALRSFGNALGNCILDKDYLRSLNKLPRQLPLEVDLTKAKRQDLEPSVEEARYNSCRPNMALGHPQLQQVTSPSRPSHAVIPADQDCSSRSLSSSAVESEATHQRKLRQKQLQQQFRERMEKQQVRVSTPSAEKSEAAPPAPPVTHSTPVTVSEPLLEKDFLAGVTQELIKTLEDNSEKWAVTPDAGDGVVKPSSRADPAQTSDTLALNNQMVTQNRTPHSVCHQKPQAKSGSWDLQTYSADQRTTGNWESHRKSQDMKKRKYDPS
S100A4 inh HTS: S100A4-myosin IIA interaction inhibition; inhibition, % at 10.7 µM; P26447; hit rate 0.14% among 360,000; S100A4/TAMRA-MyoIIA peptide fluorescence polarization;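 active = mean inhibition of at least 70% across replicates, with every replicate also reaching that level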
Target sequence (P26447 whole entry, looked up): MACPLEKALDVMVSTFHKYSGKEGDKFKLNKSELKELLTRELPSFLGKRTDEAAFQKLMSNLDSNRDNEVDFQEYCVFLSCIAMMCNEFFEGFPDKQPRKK
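Material: human S100A4 monomer with TAMRA-labelled myosin IIA peptide; buffer or medium: HEPES pH 7.2 with CaCl2, KCl, NaCl, DTT, Triton; compound dosing: one concentration per compound; schedule: 5 min incubation before reading; benchmarks: neutral control DMSO, positive control TFP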
RAD54 inh: RAD54 (human) branch migration inhibition | Q92698 | RAD54 Holliday junction branch migration, FAM/BHQ fluorescence | inhibition, % at 10.4 µM | hit rate 0.14% among 360,000;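 active = mean normalized replicate activity at least 40 and at least half of replicates scoring 40 or more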;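 note: 0% = median of neutral control wells and 100% = median of positive control wells; inhibitors cause a drop in the FAM fluorescence signal; in these data hits start at about 50%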
ERp5 block: ERp5 (human) disulfide isomerase inhibition; Q15084; ERp5 insulin aggregation, absorbance 650 nm, 90 min; inhibition, % at 9.99 µM; hit rate 0.05% among 350,000;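 active = mean replicate inhibition above about 25%, with every replicate also reaching it, limit read from the data, passing the limit was not always enough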
Target sequence (Q15084 whole entry, looked up): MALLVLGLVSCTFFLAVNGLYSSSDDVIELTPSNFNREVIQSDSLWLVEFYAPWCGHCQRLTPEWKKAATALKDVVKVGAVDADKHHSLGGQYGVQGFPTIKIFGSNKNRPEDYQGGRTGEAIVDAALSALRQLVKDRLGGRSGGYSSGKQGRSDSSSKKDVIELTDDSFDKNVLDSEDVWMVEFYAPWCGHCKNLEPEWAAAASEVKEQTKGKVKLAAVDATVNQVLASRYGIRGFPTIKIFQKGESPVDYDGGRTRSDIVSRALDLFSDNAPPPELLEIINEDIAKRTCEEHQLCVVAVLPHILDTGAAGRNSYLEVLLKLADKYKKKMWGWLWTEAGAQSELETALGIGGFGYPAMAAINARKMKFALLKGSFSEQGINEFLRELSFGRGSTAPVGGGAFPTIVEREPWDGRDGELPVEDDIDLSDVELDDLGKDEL
XiGFP reactiv: X-chromosome reactivation activator; activation, % at 7.58 µM; hit rate 0.055% among 360,000; XiGFP mouse fibroblasts, % GFP-positive cells imaging, 3 d; cells co-treated with 5-aza-dC sensitizer; scaled so ellipticine positive control = 100%;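 active = mean normalized replicate activation at least 10% and every replicate at or above 10%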;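 note: 0% = median of on-plate neutral control wells and 100% = ellipticine 6 µM median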
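Material: XiGFP fibroblasts, SV40-immortalized; Buffer or medium: DMEM containing 5-aza-dC; Compound dosing: single point; Times: 3 days compound exposure.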
ERAP1 inh: inhibitors of human ERAP1 aminopeptidase | hit rate 0.15% among 340,000 | inhibition, % at 10.7 µM | AID 652197 | recombinant ERAP1, Leu-AMC fluorescence, 60 min;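 active = mean replicate inhibition of at least 30%, or all replicates individually reaching that 30% level; inactive = mean below 30% and not every replicate reaching it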;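 note: 0% = neutral control wells and 100% = L-leucinethiol positive control wells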
esBAF inh: blocks esBAF chromatin remodeling in mouse ES cells. reporter increase, % at 12.5 µM. Bmi1-luciferase knock-in reporter, 24 h; 100% = twice the neutral-well signal. hit rate 2% among 350,000. AID 602393; in the data active = activation above about 40%;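 note: 0% = median of the plate's neutral control wells and 100% = double that signal; a rise in the Bmi1 reporter signal indicates esBAF inhibition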
E-selectin induc: E-selectin induction on HUVECs; hit rate 0.37% among 260,000; AID 686992; activation, % at 7.58 µM; P16581; HUVEC E-selectin immunofluorescence imaging; normalized: neutral wells 0, TNF-alpha wells 100;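 active = mean E-selectin-positive cell signal at least 10% of the positive control, reached in at least 60% of replicates, without over 20% cell loss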;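 note: in these data hits start at about 27%; measured in HUVEC primary endothelial cells; signal is the percent of cells scored E-selectin positive by PE staining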
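Read-out basis: % PE-positive cells; Test system: HUVEC primary endothelial cells; Technique: immunofluorescence imaging; Dosing: single-point compound dose.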
An asterisk follows results filed as active; x = no result given; & = joins results of further samples.

Results follow in this order: RAD52 anneal inh, S100A4 inh HTS, RAD54 inh, ERp5 block, XiGFP reactiv, ERAP1 inh, esBAF inh, E-selectin induc
C[C@@H]1CN([C@H](C)CO)C(=O)c2cc(NC(=O)c3ccncc3)ccc2O[C@@H]1CN(C)C
 : 3, 3, 3, 3, -1.3, -4, 0, x
Cn1c(=S)ccc2ccccc21
 : -24, -4, x, 6, 0.0, -5, x, x
COc1ccc(CN(C)C[C@H]2OCCCC[C@H](C)Oc3ccc(NS(=O)(=O)c4ccc(C)cc4)cc3C(=O)N([C@H](C)CO)C[C@@H]2C)cc1
 : 19, 14, -1, 4, 0.0, -1, 3, -0.2
CO[C@H]1CN(C)C(=O)c2cc(NC(=O)Nc3cccc(F)c3)ccc2OC[C@@H](C)NC[C@H]1C
 : 6, -11, -3, 2, -0.5&0.3, 2, 4, 0.0
O=C(Cc1n[nH]c(=O)c2ccccc12)OCC(=O)c1ccc(F)c(F)c1
 : -7, 2, -5, 2, 0.1, 2, -1, x
CNC(=S)N=Nc1c(O)[nH]c2ccc(C(C)C)cc12
 : -15, 2, 4, -3, 0.0, 0, x, x
O=C(CN1CCOCC1)NCc1ccccc1
 : -7, -1, 2, 1, x, -1, 1, x
CSc1ccccc1NC(=O)c1cc(Cl)sc1Cl
 : -11, -13, -6, -4, 0.1, 3, -10, 0.4
Cc1ccc(SCC(=O)NCc2ccncc2)cc1
 : -1, 1, x, -7, 0.0, -2, x, x
C/C=C/c1ccc2c(c1)O[C@H](CN(C)C(=O)CN1CCOCC1)[C@H](C)CN([C@H](C)CO)S2(=O)=O
 : -1, -8, 1, -7, -0.1, -2, -5, 0.2
CCOc1ccccc1NC(=S)N1CCN(c2nc(-c3ccc(F)cc3)cs2)CC1
 : -28, -3, x, 9, -0.1, 1, x, x
Nc1ncnc(N)c1NC(=O)c1ccc(OCc2ccccc2)cc1
 : -8, 0, x, 0, 0.2, 0, x, 0.3
O=C(COC(=O)c1cc([N+](=O)[O-])ccc1NCCO)Nc1cccc(S(=O)(=O)N2CCCC2)c1
 : -16, 6, 9, 8, 0.3, 4, -4, x
COc1ccc(S(=O)(=O)Nc2ccc3c(c2)C(=O)N([C@H](C)CO)C[C@H](C)[C@H](CN(C)C(=O)CCC(F)(F)F)OCCCC[C@@H](C)O3)cc1
 : 6, 3, -2, 0, 0.1, -1, -4, -0.3
CCC(=O)Nc1ccc2c(c1)C(=O)N(C)C[C@H](OC)[C@H](C)CN(Cc1ccncc1)[C@H](C)CO2
 : -17, 2, -11, 1, 0.1, x, 0, 0.1

Arranged by heavy-atom count (highest first): three of the compounds above
Results follow in this order: RAD52 anneal inh, S100A4 inh HTS, RAD54 inh, ERp5 block, XiGFP reactiv, ERAP1 inh, esBAF inh, E-selectin induc
COc1ccc(S(=O)(=O)Nc2ccc3c(c2)C(=O)N([C@H](C)CO)C[C@H](C)[C@H](CN(C)C(=O)CCC(F)(F)F)OCCCC[C@@H](C)O3)cc1
 : 6, 3, -2, 0, 0.1, -1, -4, -0.3
Cc1ccc(SCC(=O)NCc2ccncc2)cc1
 : -1, 1, x, -7, 0.0, -2, x, x
CSc1ccccc1NC(=O)c1cc(Cl)sc1Cl
 : -11, -13, -6, -4, 0.1, 3, -10, 0.4

(list continues)
Results follow in this order: RAD52 anneal inh, S100A4 inh HTS, RAD54 inh, ERp5 block, XiGFP reactiv, ERAP1 inh, esBAF inh, E-selectin induc
CCOc1ccc2nc(NC(=O)c3cc([N+](=O)[O-])ccc3N3CCOCC3)sc2c1
 : -6, 5, -7, 7, 0.0, -3, x, -0.6
COc1ccc(OC)c(NC(=O)c2c3c(nc4ccccc24)CCC3)c1
 : -22, -4, 5, -2, x, -2, 0, x
CSc1nnc(SCC(=O)Nc2ccc3[nH]c(=O)[nH]c3c2)s1
 : 1, -8, -7, 3, 0.0, 1, -7, 0.9
COc1ccc(S(=O)(=O)N(C)C[C@@H]2OCCCC[C@@H](C)Oc3ccc(NC(=O)Nc4c(C)noc4C)cc3C(=O)N([C@@H](C)CO)C[C@H]2C)cc1
 : -32, -9, 2, -5, 0.0, -2, 5, 0.1
CCCCCNC(=O)C1c2ccccc2Oc2ccccc21
 : -3, 3, x, 2, 0.0, -1, -12, x
COc1ccc(OC)c(NC(=O)CN(c2ccc(C)cc2)S(=O)(=O)c2c(C)n[nH]c2C)c1
 : -8, -3, -4, 5, 0.0, -2, -5, 2.2
COc1ccc(NC(=O)Nc2cccnc2)cc1
 : -11, 0, 2, -2, 0.0, -6, 18, 3.8
COc1cccc(NC(=O)Nc2ccc3nc(C)c(C)nc3c2)c1
 : -71, 7, 2, 1, 0.0, 2, 13, x
COc1ccc(OC(=O)N(C)C[C@@H]2OCc3cn(nn3)CCCC(=O)N([C@@H](C)CO)C[C@@H]2C)cc1
 : 17, 2, -4, 4, -0.2, -2, 7, -0.2
CCOc1nc(NC2CCCC2)nc(N2CCC(C)CC2)n1
 : 9, 1, -4, 2, 0.0, -3, -3, 0.1
C/C=C/c1ccccc1[C@H]1[C@@H](C#N)N(C(C)=O)[C@@H]1CO
 : -7, -1, x, 0, 0.0, -4, x, 0.0
CNC[C@@H]1Oc2cc(C#Cc3cccc(F)c3)ccc2S(=O)(=O)N([C@@H](C)CO)C[C@H]1C
 : -6, -4, 8, 3, 0.0, -1, -8, 0.0
Cc1ccc(C(CCNC(C)c2cccs2)c2ccco2)cc1 (configuration not stated)
 : 11, -5, x, x, 0.0, 3, x, x
COc1ccc2c3c([nH]c2c1)[C@H](CO)NCC31CCN(C(=O)Nc2ccc(F)cc2F)CC1
 : 76*, -9, x, 1, 0.5, 5, x, 0.1
O=C(C1CCOCC1)N1[C@H](CO)[C@@H](c2ccccc2)C12CN(Cc1cccc(Cl)c1)C2
 : -14, -3, x, 1, 0.0, 2, x, -0.1

Compound profiles (already shown). Values in the order: RAD52 anneal inh	S100A4 inh HTS	RAD54 inh	ERp5 block	XiGFP reactiv	ERAP1 inh	esBAF inh	E-selectin induc
CSc1nnc(SCC(=O)Nc2ccc3[nH]c(=O)[nH]c3c2)s1 in the list: 1	-8	-7	3	0.0	1	-7	0.9
COc1ccc(OC)c(NC(=O)CN(c2ccc(C)cc2)S(=O)(=O)c2c(C)n[nH]c2C)c1 in the list: -8	-3	-4	5	0.0	-2	-5	2.2
O=C(C1CCOCC1)N1[C@H](CO)[C@@H](c2ccccc2)C12CN(Cc1cccc(Cl)c1)C2 in the list: -14	-3	x	1	0.0	2	x	-0.1
COc1ccc(OC)c(NC(=O)c2c3c(nc4ccccc24)CCC3)c1 in the list: -22	-4	5	-2	x	-2	0	x
CCCCCNC(=O)C1c2ccccc2Oc2ccccc21 in the list: -3	3	x	2	0.0	-1	-12	x

Next structures.
Results follow in this order: RAD52 anneal inh, S100A4 inh HTS, RAD54 inh, ERp5 block, XiGFP reactiv, ERAP1 inh, esBAF inh, E-selectin induc
COc1cccc(NC(=O)C(C)N2C(=O)c3ccccc3S2(=O)=O)c1 (configuration not stated)
 : -1, 6, x, -3, -0.1, -9, x, -0.2
CC(C)Cc1nc(SCC(=O)N2CCCC2)c2c(=O)n(C)c(=O)n(C)c2n1
 : -12, 9, -10, 0, 0.1, -2, -3, -0.3
Cc1ccc(C2Nc3ccccc3NC3=C2C(=O)OC(C)C3)cc1 (configuration not stated)
 : -22, 11, x, -2, -0.1, 0, x, x
COCOCCn1cc(CN2CCS(=O)(=O)N(Cc3ccc(-c4ccncc4)cc3)C(C(C)C)C2=O)nn1 (configuration not stated)
 : 2, -5, x, -4, 0.0, 2, 3, -0.2
COC(=O)C1=CN(CCOC23CC4CC(CC(C4)C2)C3)C=C(C(=O)OC)C1c1ccsc1
 : -15, -13, x, 2, 0.2, -5, x, -1.8
CS(=O)(=O)n1nc(NCc2cccs2)nc1NCc1cccs1
 : -7, 0, x, 13, 0.0, -2, x, x
CC(C)Cn1c(N)c(C(=O)COC(=O)C2Cc3ccccc3CN2S(C)(=O)=O)c(=O)n(C)c1=O (configuration not stated)
 : -10, 0, -2, -3, 0.0, 2, -14, x
COCC(=O)N(C[C@@H]1N[C@@H](CO)[C@H]1c1ccc(-c2ccccc2)cc1)C(C)C
 : 0, -2, -3, 2, 0.0, 0, 2, 0.2
O=C(Cn1cc2c(n1)CCCC2)NCCCN1CCN(Cc2ccccc2)CC1
 : -14, 8, 16, 0, 0.0, x, -1, 0.0
COc1cc(OC)cc(-c2c(-c3ccc(F)cc3)c3cc(-c4ccc(SC)cc4)ccc3n2C)c1
 : -8, -3, -5, -1, 0.0, x, 3, 0.0
C[C@H]1CCCCO[C@H](CN(C)Cc2ccc(C(=O)O)cc2)[C@@H](C)CN([C@@H](C)CO)C(=O)c2cc(NC(=O)Cc3ccccc3)ccc2O1
 : -1, 6, -2, -1, 0.2, -3, -2, 0.1
OC(c1cc(Cl)cc(Cl)c1)c1ncc(-c2ccccc2F)[nH]1 (configuration not stated)
 : -11, -28, -7, -2, 0.1, 6, -3, 1.2
O=C(/C=C/c1ccccc1Cl)Nc1cccnc1
 : -11, -2, -2, 0, 0.1, 0, 9, -0.3
COc1ccc(CCNC(=O)c2c(C)cc(=O)oc2C)cc1OC
 : 5, -1, 8, -4, x, 5, 2, x
Cc1ccc(N2C(=O)C(NC(=O)c3ccccc3)(C(F)(F)F)C3=C2CC(C)(C)CC3=O)cc1 (configuration not stated)
 : 0, 0, x, -2, 0.0, -3, x, x
CCN(CC)CC(=O)Nc1cccc(S(=O)(=O)N2CCCC2)c1
 : 11, 2, -1, -1, -0.1, x, 0, 0.0
Cc1ccc(-n2cnc3ncnc(-c4ccccc4)c32)cc1
 : -8, -1, 1, 1, 0.3, -1, x, 1.2
Cc1cccc(NC(=S)NCC(c2cccnc2)N2CCOCC2)c1C (configuration not stated)
 : -2, 2, x, -2, 0.4, 3, x, -0.1
C[C@@H]1CN([C@@H](C)CO)C(=O)c2cc(NC(=O)C3CC3)ccc2O[C@H]1CN(C)Cc1ccc(Oc2ccccc2)cc1
 : -7, 24, -3, 0, -0.6, -1, -3, x
Cc1ccccc1S(=O)(=O)N1CC(=O)N2[C@@H](CO)[C@H](c3ccc(C#Cc4ccccc4)cc3)[C@@H]2C1
 : -46, 1, x, -2, 0.7, 0, x, -0.6
COC(=O)/C=C1/S/C(=N/NC(=O)c2ccc(Cl)cc2Cl)NC1=O
 : -11, -1, -14, -2, 0.3, 1, x, 0.0
NC(=O)c1ccsc1NC(=O)COC(=O)COc1ccc(C=O)cc1
 : -20, -13, -1, -23, 0.0, 3, 5, x
Cc1nc2cc(Nc3ccncc3)ccc2s1
 : 5, -2, -1, 7, 0.0, 0, 2, 0.5
O=S(=O)(Cc1ccccc1)N1[C@@H]2CNC[C@H]1C2c1ccc(-c2ccccc2)cc1 (some centres not stated)
 : 27, 2, x, 7, 0.6, 0, x, -0.1
O=C(CCN1C(=O)c2cccc3cccc(c23)C1=O)NC1CCS(=O)(=O)C1 (configuration not stated)
 : -6, -4, x, 0, -0.2, -5, x, x
C[C@H]1CN([C@@H](C)CO)S(=O)(=O)c2ccc(-c3cccc(C(=O)N(C)C)c3)cc2O[C@@H]1CN(C)C(=O)Nc1ccc(F)cc1
 : 16, 25, 0, 3, -0.6, -3, 3, -0.2
O=C(C[C@@H]1CC[C@H]2[C@@H](COC[C@H](O)CN2S(=O)(=O)c2cccc(F)c2)O1)NCc1ccncn1
 : x, x, -2, x, 0.2, x, 3, 0.1
O=C1[C@H]2[C@@H](c3ccc(C(F)(F)F)cc3)N[C@]3(CCCN(Cc4ccco4)C3=O)[C@H]2C(=O)N1Cc1ccccc1
 : -6, 0, 5, 0, 0.4, 4, -3, -0.1
O=C(Nc1ccc(F)cc1)N[C@H]1CC[C@H](CCn2cc(-c3ccc(F)cc3)nn2)O[C@@H]1CO
 : 8, -17, 1, 3, -0.8, 5, 0, 0.5
CC(Sc1nnc(C2CC2)n1C1CC1)C(=O)NC1(C#N)CCCCC1 (configuration not stated)
 : -15, -3, 2, -2, 0.1, 1, -6, -0.1
